# Assay outcomes: PubChem, National Center for Advancing Translational Sciences (NCATS)
# FUS suppressor: rescues growth of FUS-expressing yeast; S. cerevisiae FUS-expressing, growth rescue, OD600, 24 h; Potency, µM (doses to about 76.6 µM), for inactives: at the top dose growth rescue (activation), actives largely listed as activators; actives 0.24% (n = 390,000);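 further: plate controls were DMSO vehicle for no effect and reference control for full effect; nearly all actives have a fitted effect of over 55% in size; some results filed as inactive show a strong effect at the top dose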
#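 Steps: raffinose overnight preculture; dilution to OD 0.005 in 2% galactose minimal medium; compound addition (concentration series); 24hr at 30C, 99% humidity; absorbance read at 600 nm.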
# Abeta rescue: compounds reversing amyloid beta toxicity in yeast. yeast expressing A-beta42, growth rescue, OD600, 48 h; response scale: 0% DMSO, 100% iron-clioquinol control. Potency, µM (series often up to 46.1 µM), inactives show at the top dose growth rescue, hits mostly activators. actives 0.063% (n = 410,000). AID 1347071; further: nearly all actives have a fitted effect of over 55% in size
#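 Growth rescue measured by 600 nm absorbance after 48 h yeast culture at 30 C with compound. Values normalized between DMSO and an equimolar ferric chloride plus clioquinol control.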
# Numbers without * were called inactive; ? = inconclusive; [ ] = another dose, or the depositor's remark. The call rests on the fitted dose curve; in most records, active means well fitted activation curve with a large enough effect; inconclusive means small, poorly fitted or top-dose-only effect; inactive means no such curve, though single readings can be large or run the other way. Potency means the concentration at half of the fitted maximal effect. These rows are one share of the data, so the mix of outcomes need not match the whole.
SMILES,FUS suppressor,Abeta rescue
COc1ccc(-c2cc(C(=O)Oc3cccc(C)c3)c3ccccc3n2)cc1,5%,2%
COc1ccccc1C(=O)NCc1ccc2c(c1)CCN2C(=O)c1cccc(C)c1,-1%,-11%
CCOc1ccc(CCNC(=O)NCc2noc3ccc(C)cc23)cc1,-12%,14%
Cn1c(NCCO)nc2c1c(=O)n(Cc1cccc(F)c1)c(=O)n2C,-24%,0%
Fc1ccc(-c2noc3ncnc(NCc4ccc(Cl)cc4)c23)cc1,-23%,-15%
CCOc1ccc(C(=O)N2CCN(Cc3cc(=O)n4nc(-c5ccccc5Cl)sc4n3)CC2)cc1,6%,-9%
CCN(C(=O)c1cc(S(=O)(=O)N2CCCC2)cn1C)c1ccc(OC)cc1,-2%,-9%
FC(F)(F)c1cc(-c2ccccc2)nc2cc(-c3ccc(Br)cc3)nn12,4%,-7%
CC(C)(C)C1CCc2c(sc(NC(=O)c3ccco3)c2C(=O)Nc2ccccc2Cl)C1 (stereo not drawn),5%,-4%
Cc1ccc(NC(=O)CN(CCc2ccccc2)S(=O)(=O)c2ccccc2)c(C)c1,11%,-8%
COC(=O)c1c(NC(=O)CCCOc2ccccc2C)sc2c1CCC2,2%,3%
CN(C(=O)c1cnc(N2CCOCC2)c2ccccc12)c1ccccc1F,-4%,-7%
CCCCOc1ccc(C(=O)NCCS(=O)(=O)N2CCN(c3ccccc3OC)CC2)cc1,?,?
COc1ccc(-c2ccc(CNc3ccc4[nH]c(=O)[nH]c4c3)o2)cc1Cl,25%,-10%
CCCCNc1ccc(-c2nc(-c3ccco3)no2)cc1[N+](=O)[O-],1%,-2%

# Filtered by structure: the compounds so far with a thiophene ring, fused or not
SMILES,FUS suppressor,Abeta rescue
CC(C)(C)C1CCc2c(sc(NC(=O)c3ccco3)c2C(=O)Nc2ccccc2Cl)C1 (stereo not drawn),5%,-4%
COC(=O)c1c(NC(=O)CCCOc2ccccc2C)sc2c1CCC2,2%,3%

# (continued)
SMILES,FUS suppressor,Abeta rescue
COc1ccc2c(Sc3ccccc3)c(C(=O)NCC(C)c3ccccc3)[nH]c2c1 (stereo not drawn),-23%,-12%
O=C(NCCCN1CCN(c2ccc(F)cc2)CC1)c1sc2ncccc2c1-n1cccc1,0%,-3%
CN1C(=O)c2ccccc2Sc2ccc(NC(=O)NCc3ccc(Cl)cc3)cc21,18%,-4%
CCOc1ccc(CCNC(=O)CCSCc2ccc(Cl)cc2)cc1OCC,4%,15%
CN1C(=O)c2ccccc2Sc2ccc(NC(=O)Nc3ccccc3F)cc21,-2%,4%
CCOCCCn1c(SCC(=O)Nc2cc(C)ccc2C)nc2c(oc3ccccc32)c1=O,-11%,-3%
CC1=C(C(=O)OCC2CCCCC2)C(c2ccc(F)cc2F)CC(=O)N1 (stereo not drawn),-15%,1%
CC(C)Oc1ccc(CNC(=O)c2sc3ncccc3c2-n2cccc2)cc1,14%,-5%
Cc1ccc(-c2cn3nc(N4CCCC(C(=O)Nc5ccc(F)cc5)C4)sc3n2)cc1 (stereo not drawn),25%,21%
O=C(CCC(=O)N1Cc2ccccc2Oc2ncccc21)NCc1cccc(Cl)c1,7%,-15%
COc1ccc(NS(=O)(=O)c2ccc3[nH]c4c(c3c2)CCCC4)cc1OC,43%,19%
CCCCCS(=O)(=O)c1oc(-c2cccs2)nc1S(=O)(=O)c1ccc(C)cc1,-16%,-43%[inhibitor]
CC(=O)N1CCCc2cc(S(=O)(=O)N3CCCC(C(=O)Nc4ccc(F)cc4F)C3)ccc21 (stereo not drawn),21%,-22%
CCc1ccc(S(=O)(=O)Nc2ccc(-c3ccc(N4CCCCCC4)nn3)cc2)cc1,-10%,-8%
O=C(Nc1c(O)c2ccccc2oc1=O)c1cccc(F)c1,-16%,-24%
CCCNC(=O)CCC(=O)N1Cc2cccc(OC)c2Oc2ncccc21,19%,-14%
CCOC(=O)c1c(NC(=O)c2ccc(C)cc2)sc2c1CCCCC2,-9%,-2%
Cc1c(CNC2CCCCC2)c(C(=O)O)c(C)n1Cc1ccc(F)cc1,-6%,-9%
O=C(OCc1cccc(C(F)(F)F)c1)c1ccc(-c2nnn(Cc3ccc(F)cc3)n2)cc1,-9%,-20%
O=C(c1ccc2c(c1)N(Cc1ccccc1F)C(=O)c1ccccc1S2(=O)=O)N1CCN(c2ccccc2F)CC1,-10%,-2%
CCN(CC)CCCNc1oc(-c2ccc(OC)cc2)nc1C#N,5%,-8%
CCOC(=O)c1ccc(NS(=O)(=O)c2ccc(-c3cc(C)no3)cc2)cc1,-5%,-3%
COc1cccc(OCCSc2nc3ccccc3n2CC(=O)N2CCOCC2)c1,36%,-4%
O=C(c1ccc2c(c1)N(Cc1ccc(F)cc1)C(=O)c1ccccc1S2(=O)=O)N1CCN(Cc2ccccc2)CC1,42%,-3%
CCN(CC)C(=O)C1=C(C)Nc2nc3ccccc3n2C1c1cccc(Cl)c1 (stereo not drawn),-19%,-4%
O=C(Nc1c(C(=O)Nc2ccccc2F)oc2ccccc12)c1cc2ccccc2o1,-24%,2%
Cc1ccccc1CNC(=O)CSc1nnc(C)c2c(C)n(-c3ccccc3)nc12,-11%,-24%
Cc1ccc(SCc2nc(-c3ccc(C(=O)NCc4ccc(Cl)cc4)cc3)oc2C)cc1,-14%,-1%
Cc1ccc(OCc2cc(=O)n3ccsc3n2)c(NC(=O)c2ccco2)c1,-4%,-14%
CC1=C(C(=O)Nc2ccc(C)cc2C)C(c2ccccc2)n2nc(SCC(=O)c3ccc(C)cc3)nc2N1 (stereo not drawn),-12%,-13%
CC(=O)N1c2ccc(S(=O)(=O)NCC3CCC(C(=O)NCCC(C)C)CC3)cc2CC1C (stereo not drawn),-19%,-21%
Cc1cc(C(=O)N2CCN(c3cccc(Cl)c3)CC2)c2c(C)nn(-c3ccccc3Cl)c2n1,?,3%
CCOC(=O)CSc1nc(-c2ccc(F)cc2)cc(C(F)(F)F)c1C#N,-27%,-13%
COc1cccc(NC(=O)C(=O)NCC(c2cccnc2)N2CCN(c3ccccc3)CC2)c1 (stereo not drawn),-22%,0%
COc1cccc(-c2nc(CS(=O)CC(=O)N3CCN(c4cccc(C(F)(F)F)c4)CC3)c(C)o2)c1 (stereo not drawn),?,-1%
Cc1ccc(NC(=O)CCc2nc3cccnc3n2-c2ccccc2)cc1,?,-19%
O=C(Nc1ccc2nc(SCC(=O)N3CCc4ccccc43)sc2c1)c1ccc(Cl)cc1,13%,-14%
CCc1noc(-c2ccc(N(C)Cc3ccc(OC)cc3)c([N+](=O)[O-])c2)n1,21%,-16%
CCOC(=O)CSc1nc(-c2ccc(C)cc2C)cc(-c2ccccc2)c1C#N,14%,-14%
COC(=O)c1ccc(C2c3c(oc4ccc(C)cc4c3=O)C(=O)N2Cc2ccc3c(c2)OCO3)cc1 (stereo not drawn),-1%,0%
CCCCNC(=O)CSc1nc2n[nH]c(C)c2c(=N)n1-c1ccccc1CC,17%,-5%
CC(=O)NCc1nc2cccnc2n1Cc1ccccc1,-24%,-2%
CC(C)(C)OC(=O)N1CCC(c2c(C(=O)O)cnn2-c2ccc(F)cc2F)CC1,11%,0%
CC(C)N(C(=O)CSc1cn(CC(=O)N2CCCCCC2)c2ccccc12)C(C)C,22%,3%
Cc1ccccc1CNC(=O)CN(c1cccc(C)c1C)S(C)(=O)=O,-9%,-2%

# Some of the entries so far, with bars between the fields.
SMILES | FUS suppressor | Abeta rescue
CCCCNC(=O)CSc1nc2n[nH]c(C)c2c(=N)n1-c1ccccc1CC | 17% | -5%
CC(=O)NCc1nc2cccnc2n1Cc1ccccc1 | -24% | -2%

# Carrying on:
SMILES,FUS suppressor,Abeta rescue
Cc1cc(-c2ccc(S(=O)(=O)Nc3cccc(C)c3C)s2)on1,-5%,-6%
CCc1nn(CC(=O)N2CCN(c3cccc(OC)c3)CC2)c(=O)c2cc3occc3n12,-15%,-7%
COc1cccc(N2CC(NC(=O)C3CCCC3)CC2=O)c1 (stereo not drawn),-11%,-1%
Cc1ccc(CNC(=O)CSc2nc(=O)[nH]c3c2CCCC3)cc1,-12%,-2%
O=C1CC(c2ccc(Cl)cc2)c2cc3c(cc2N1)OCCO3 (stereo not drawn),15%,-4%
Cc1ccc2c(c1)c1c3n2CCN(C(=O)c2cccc(C(F)(F)F)c2)C3CCC1 (stereo not drawn),22%,3%
Cc1oc(C)c2c(=O)cc(-c3ccc4c(c3)OCO4)cc(OC(=O)c3ccccc3Br)c12,?,18%
Cc1c(/C=C(\C#N)C(=O)Nc2cccc(Cl)c2)c2ccccc2n1Cc1ccccc1,4%,0%
Cc1ccc(NC(=O)Cn2cnc3nc4c(cc3c2=O)CCCC4)cc1Cl,-12%,0%
Cc1nn(-c2ccccc2)c2c1N(CCCC(=O)NCc1ccc(Cl)cc1)C(=O)CS2,?,-12%
CCN1CCN(C(c2cccc(F)c2)c2c(O)cc(C)n(Cc3ccco3)c2=O)CC1 (stereo not drawn),26%,?
CCOc1ccc(C(=O)Nc2ccc3oc(-c4ccncc4)nc3c2)cc1,-1%,-16%
COc1ccc(S(=O)(=O)N(Cc2nc(-c3ccccc3)no2)C2CCCCC2)cc1,5%,-1%
COCCNC(=O)c1nn(-c2ccc(Cl)cc2)nc1CO,7%,-19%
COc1cccc(-c2nnc3n(Cc4ccccc4Cl)c(=O)c4ccccc4n23)c1O,33%,-12%
COc1cccc(N2CCN(C(=O)CCn3nc(C)c(S(=O)(=O)N4CCCC4)c3C)CC2)c1,15%,-11%
Cc1nc2ccccc2n1CCc1nc2c3ccccc3nc(SCc3ccc(F)cc3)n2n1,-13%,-4%
COc1ccc2nc(SCC(O)c3cccc(Br)c3)[nH]c2c1 (stereo not drawn),6%,14%
CCCc1cc(=O)[nH]c(Nc2cc(Cl)cc(Cl)c2)n1,28%,-11%
Cc1ccc(-n2ncc(C(=O)Nc3c(Cl)cccc3Cl)c2C2CCNCC2)cc1,8%,-17%
O=C(CCC1N=C2c3ccccc3N=C(SCc3ccc(Cl)cc3)N2C1=O)N1CCN(c2ccccc2)CC1 (stereo not drawn),-9%,-5%
Cc1cccc(Nc2cc(C)nc3nc(Cc4ccc(Cl)cc4)nn23)c1,40%,-8%
CCOCCCNC(=O)C(c1ccccc1)N1Cc2ccccc2C1=O (stereo not drawn),-2%,6%
CC1=C(c2ccc(C)c(C)c2)S(=O)(=O)N(Cc2ccc(C(=O)Nc3cc(F)ccc3F)cc2)C1=O,25%,0%
Cc1ccccc1Cn1cc(CCC(=O)NCc2cccc(Br)c2)c2ccccc21,-9%,-6%
CCOCCCNC(=O)C(NC(=O)C1CCC(C)CC1)C(C)C (stereo not drawn),-16%,1%
Cc1cccc(CSc2nc3c([nH]c4ccccc43)c(=O)n2C)c1,-10%,-2%
CC(C)c1ccc(NC(=O)c2cccc3c2C(=O)N(C2CCCCC2)C3)cc1,-14%,-1%
O=C(Cn1c(=O)nc(-c2ccccc2)c2ccccc21)Nc1ccc(Cl)c(C(F)(F)F)c1,-16%,-2%
CN(CC(=O)Nc1cccc(C(F)(F)F)c1)S(=O)(=O)c1cccs1,-22%,-5%

# Single records, as listed above. Order of values: FUS suppressor	Abeta rescue
# Entry for Cc1ccc(-n2ncc(C(=O)Nc3c(Cl)cccc3Cl)c2C2CCNCC2)cc1 → 8%	-17%
# Entry for O=C(CCC1N=C2c3ccccc3N=C(SCc3ccc(Cl)cc3)N2C1=O)N1CCN(c2ccccc2)CC1 (stereo not drawn) → -9%	-5%

# An excerpt from above in order of their number in FUS suppressor, falling:
SMILES	FUS suppressor
COc1cccc(N2CCN(C(=O)CCn3nc(C)c(S(=O)(=O)N4CCCC4)c3C)CC2)c1	15%
Cc1ccccc1Cn1cc(CCC(=O)NCc2cccc(Br)c2)c2ccccc21	-9%
Cc1cccc(CSc2nc3c([nH]c4ccccc43)c(=O)n2C)c1	-10%

# Further records follow:
SMILES,FUS suppressor,Abeta rescue
CCCOC(=O)c1c(NC(=O)c2nc3ncccn3n2)sc(C(N)=O)c1C,-15%,-4%
COc1ccc(-c2c(C#N)c(SCC(=O)Nc3ccccc3C)nc(C)c2C(=O)Nc2ccc(Cl)cc2)cc1,26%,-8%
Cc1oc2cc3oc(=O)c(CC(=O)N4CCCCC4)c(C)c3cc2c1C,-21%,1%
CC(=O)N1CCc2cc(S(=O)(=O)NC(Cc3ccccc3)C(=O)NCc3ccccc3Cl)ccc21 (stereo not drawn),?,13%
CC(Oc1ccccc1)C(=O)Nc1cccc(-c2cn3cccnc3n2)c1 (stereo not drawn),5%,-17%
CN1C(C(=O)Nc2ccc(F)cc2F)=CC(c2ccc3c(c2)OCO3)=NS1(=O)=O,-13%,6%
Cc1nc2ccc(S(=O)(=O)CCC(=O)Nc3ccccc3C)cc2s1,-4%,-19%
Cc1c(Cl)cccc1NC(=O)C(C)n1c(=O)cc(-c2ccccc2)c2c(C)nn(C)c21 (stereo not drawn),-34%,-6%
CCCNC(=O)c1ccc2c(c1)sc1nc(-c3ccc(C)cc3)cn12,-6%,8%
COc1ccc(Cl)cc1NC(=O)c1cn(C2CCCC2)c(=O)c2c1c1ccccc1n2C,44%,?
Cc1ccc(CNC(=O)Cn2ccn(-c3cc(C)cc(C)c3)c(=O)c2=O)cc1,-8%,-21%
CCOc1ccc(C(=O)Nc2ccc(C(=O)OCc3cc(=O)n4c(C)csc4n3)cc2)cc1,?,-9%
Cc1ccc(-c2nnc(Nc3cccc(C(F)(F)F)c3)c3ccccc23)cc1S(=O)(=O)N1CCOCC1,32%,-8%
